# Screening results (PubChem)
# Wee1 degr inh – inhibitors of human Wee1 degradation. P30291. HeLa Luc-Wee1K328M stability, luciferase luminescence; 100% = proteasome inhibitor MG132 effect. reporter increase, % at 5 µM. actives 1.2% (n = 220,000). AID 1321;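 active = activation above the mean of all tested compounds plus 3 SD, set per screening run, cut at about 8.8% in these data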;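 also: cells exposed to compound for 20 h before luminescence read; 0% = DMSO alone and 100% = MG132 at 30 µM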
# 14-3-3 Bad PPI – disrupts binding of bovine 14-3-3 zeta to phospho-Bad peptide | TR-FRET 14-3-3zeta/Dy647-pBad peptide displacement, 1 h | inhibition, % at 21.7 µM | actives 0.71% (n = 220,000);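 active = inhibition above about 70%, limit read from the data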;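 also: 0% = full 14-3-3 plus peptide FRET controls and 100% = background without 14-3-3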
# FXIIa inh 1536 – factor XIIa (human) inhibition; P00748; purified FXIIa, Boc-QGR-AMC fluorogenic substrate, 2 h; inhibition, % at 5 µM; actives 0.3% (n = 220,000); in the data active = inhibition above about 40%;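 also: 0% = enzyme with no compound and 100% = blank without enzyme; many of its hits are not listed in these tables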
# Target sequence (P00748 20-372 limits assumed): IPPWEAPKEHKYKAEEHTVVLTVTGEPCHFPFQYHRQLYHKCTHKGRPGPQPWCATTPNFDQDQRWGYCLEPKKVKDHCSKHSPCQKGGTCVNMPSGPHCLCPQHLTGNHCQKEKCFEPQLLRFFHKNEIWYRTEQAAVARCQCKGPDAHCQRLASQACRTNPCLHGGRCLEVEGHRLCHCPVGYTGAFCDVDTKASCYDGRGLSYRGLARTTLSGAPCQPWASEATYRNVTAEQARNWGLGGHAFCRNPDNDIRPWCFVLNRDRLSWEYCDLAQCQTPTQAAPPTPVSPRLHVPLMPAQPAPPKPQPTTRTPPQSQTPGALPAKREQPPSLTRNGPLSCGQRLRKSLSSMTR
# Target sequence (P00748 373-615 limits assumed): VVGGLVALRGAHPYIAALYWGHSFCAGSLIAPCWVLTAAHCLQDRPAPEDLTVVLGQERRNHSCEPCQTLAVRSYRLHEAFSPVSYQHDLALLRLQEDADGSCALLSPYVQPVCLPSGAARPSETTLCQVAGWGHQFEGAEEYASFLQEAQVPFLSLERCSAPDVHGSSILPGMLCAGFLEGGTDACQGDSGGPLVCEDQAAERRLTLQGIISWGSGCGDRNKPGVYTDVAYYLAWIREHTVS
# thrombin 1536 – blocks human thrombin protease activity | P00734 | alpha-thrombin, Boc-VPR-AMC fluorogenic substrate cleavage | inhibition, % at 5 µM | actives 0.26% (n = 220,000) | AID 1046;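 active = inhibition at or above 40%; inactive = inhibition below 40%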;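 also: 0% = enzyme with no compound and 100% = wells without enzyme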
#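 Assay system: human alpha-thrombin enzyme. Reagent: Boc-VPR-AMC substrate, 15 µM final. Compound dosing: one concentration per compound, 5 µM, with 0.2% DMSO. Incubation: room-temperature reaction. Technique: AMC fluorescence, 355/460 nm. Measure: % inhibition relative to enzyme controls and enzyme-free blanks.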
# Runt-CBFb FRET – inhibitors of human RUNX1 Runt domain binding to CBFb; Q01196+Q13951; Cerulean-Runt/Venus-CBFb FRET ratio 530/480, 1 h; inhibition, % at 20 µM; actives 0.46% (n = 220,000); AID 1496;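 active = inhibition over about 50% at 20 µM in the single-dose screen, limit read from the data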;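 also: 0% = DMSO wells and 100% = excess unlabeled CBFb competitor control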
#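 Measured by: fluorescence energy transfer, 422 nm excitation, 530/480 nm emission; Assay system: Cerulean-Runt domain; Medium: Tris pH 7.5 buffer with BSA; Measure: loss of energy transfer signal; Controls: 5 µM unlabeled CBFb as full-inhibition high control; Incubation: protein complex preformed 1 h, compound exposure 1 h, room temperature, dark.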
# Runt-SMMHC FRET – blocks binding of human RUNX1 Runt domain to CBFb-SMMHC; Q01196+Q13951; Cerulean-Runt/Venus-CBFb-SMMHC FRET ratio 530/480, 1 h; inhibition, % at 20 µM; actives 0.74% (n = 220,000); AID 1434;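 active = mean inhibition across duplicate retests at 20 µM reaching about 50%, limit read from the data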;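 also: 0% = DMSO wells and 100% = wells with excess untagged CBFb-SMMHC; inhibitors lower the FRET ratio by blocking Runt binding to CBFb-SMMHC; some results filed as inactive read as strong as hits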
# hK5 inh – inhibitors of human kallikrein 5; inhibition, % at 5 µM; recombinant hK5, fluorogenic AMC substrate cleavage; actives 0.59% (n = 210,000); Q9Y337; AID 873;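 active = inhibition of 40% or more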;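 also: 0% = enzyme controls without compound and 100% = no-enzyme blanks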
# Target sequence (Q9Y337 67-293 limits assumed): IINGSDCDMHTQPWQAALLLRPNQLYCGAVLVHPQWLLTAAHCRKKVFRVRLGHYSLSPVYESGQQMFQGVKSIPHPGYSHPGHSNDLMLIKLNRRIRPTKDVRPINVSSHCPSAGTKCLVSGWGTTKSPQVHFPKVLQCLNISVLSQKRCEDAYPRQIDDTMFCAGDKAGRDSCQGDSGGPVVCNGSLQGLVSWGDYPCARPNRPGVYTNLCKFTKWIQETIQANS
# Hck-Nef inh – inhibitors of human Hck kinase activated by Nef; actives 0.68% (n = 220,000); inhibition, % at 20 µM; AID 463187; Recombinant Hck-YEEI plus Nef, Z-Lyte FRET kinase assay; P08631;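 active = Hck-Nef kinase inhibition above about 50%, limit read from the data; inactive = inhibition below that limit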;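 also: 0% = DMSO with Hck plus Nef and 100% = Hck alone without Nef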
# FXIa inh 1536 – blocks human coagulation factor XIa protease activity. purified FXIa, Boc-Glu-Ala-Arg-AMC fluorogenic substrate. inhibition, % at 5 µM. actives 0.14% (n = 220,000);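 active = inhibition of at least 40%; inactive = inhibition below 40%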;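 also: fluorescence of freed AMC excited at 355 nm; 0% = enzyme without compound and 100% = no enzyme blank; many of its hits are not listed in these tables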
# The depositor's hits bear a star; · = no result given; [ ] = another dose, or the depositor's remark.
# A first look (5 entries):
1) CC(=O)c1ccc(N=Nc2ccc(N)cc2)cc1
2) COc1ccc(CC(=O)N2CCc3cc(OC)c(OC)cc3C2O)cc1OC (centres undefined)
3) CN(C)C(=O)c1cn(-c2ccccc2)nc1-c1cccc([N+](=O)[O-])c1
4) CC(=O)c1cccc(NC(=O)C(C)N(C)CC(=O)Nc2ccc(Cl)cc2)c1 (centres undefined)
5) CSc1ccccc1-c1nnc(-c2ccc(C)cc2)o1

assay / compound,1,2,3,4,5
Wee1 degr inh,1,5,1,3,0
14-3-3 Bad PPI,-7,-2,4,-4,-5
FXIIa inh 1536,9,5,·,1,16
thrombin 1536,7,3,-2,-7,8
Runt-CBFb FRET,-3,1,-1,-1,-5
Runt-SMMHC FRET,-2,-8,2,0,-1
hK5 inh,-3,6,2,4,-12
Hck-Nef inh,1,29,-89,7,-1
FXIa inh 1536,0,3,7,2,6

# All compounds of this part (from the top)
1) CC(=O)c1ccc(N=Nc2ccc(N)cc2)cc1
2) COc1ccc(CC(=O)N2CCc3cc(OC)c(OC)cc3C2O)cc1OC (centres undefined)
3) CN(C)C(=O)c1cn(-c2ccccc2)nc1-c1cccc([N+](=O)[O-])c1
4) CC(=O)c1cccc(NC(=O)C(C)N(C)CC(=O)Nc2ccc(Cl)cc2)c1 (centres undefined)
5) CSc1ccccc1-c1nnc(-c2ccc(C)cc2)o1
6) CCOC(=O)C(C)NC(=O)Cn1ncc2c(=O)oc3ccc(C)cc3c21 (centres undefined)
7) O=C(CSc1ccccc1)Nc1ccncc1
8) CCOC(=O)N1CCN(C(=O)c2ccc3c(=O)n(CCC4=CCCCC4)c(=S)[nH]c3c2)CC1
9) C[C@@H](C(=O)NCC1CC1)[C@H]1C[C@]1(C)[C@H](NC(=O)OCc1ccccc1)c1ccccc1
10) CC(=O)OCCNC(=O)c1cc2ccccc2oc1=O

assay / compound,1,2,3,4,5,6,7,8,9,10
Wee1 degr inh,1,5,1,3,0,-2,2,-1,-2,2
14-3-3 Bad PPI,-7,-2,4,-4,-5,3,-7,16,5,13
FXIIa inh 1536,9,5,·,1,16,6,13,8,8,7
thrombin 1536,7,3,-2,-7,8,-2,-3,-4,-1,-6
Runt-CBFb FRET,-3,1,-1,-1,-5,1,2,-10,-1,-1
Runt-SMMHC FRET,-2,-8,2,0,-1,1,-1,-2,-1,-3
hK5 inh,-3,6,2,4,-12,-3,-5,-7,3,6
Hck-Nef inh,1,29,-89,7,-1,10,3,5,-5,-9
FXIa inh 1536,0,3,7,2,6,-3,-2,-4,-2,-6

11) Cc1ccc(C(=O)OC2CCCN(C)C2)cc1 (centres undefined)
12) Cc1nc2c(s1)sc1ccccc12
13) C/C(Cn1nnc([N+](=O)[O-])n1)=N\NC(=O)c1ccncc1
14) O=C(O)COc1c(-c2ccco2)oc2ccccc2c1=O
15) C#CCn1c(O)c(N=NC(=O)C(O)c2ccccc2)c2ccccc21 (centres undefined)
16) O=[N+]([O-])c1ccc(N/N=C/c2ccc(OCc3cccc4ccccc34)cc2)nc1
17) COc1cc(C(=O)Nc2ccc(-c3nc4cc(C)ccc4o3)c(O)c2)cc(OC)c1OC
18) COc1cc2cc(CN(CCCN3CCOCC3)C(=O)Nc3ccc(F)cc3)c(=O)[nH]c2cc1OC
19) COc1ccnc(Oc2ccc(C)cc2)c1C#N
20) O=[N+]([O-])c1cc(Cl)ccc1-c1nc(-c2ccccc2)no1

assay / compound,11,12,13,14,15,16,17,18,19,20
Wee1 degr inh,1,-2,-1,1,2,1,0,-1,1,1
14-3-3 Bad PPI,-3,-2,-4,-4,-1,14,-10[fluorescence artefact?],0,-5,10
FXIIa inh 1536,8,10,3,5,6,9,-43,0,9,40
thrombin 1536,-4,-3,10,-10,-4,2,-5,-6,-5,34
Runt-CBFb FRET,1,0,0,-1,1,·,-2,-5,-1,-1
Runt-SMMHC FRET,-2,3,0,-3,0,-59,6,-8,-3,-1
hK5 inh,6,-35,-5,6,1,-1,-5,-4,1,75*
Hck-Nef inh,21,1,24,20,22,-21,1,11,0,0
FXIa inh 1536,2,-2,-6,-1,2,-3,-12,-6,0,12

21) COCCNC(=O)CN(C(=O)CCC(=O)Nc1cc(C)on1)c1ccc(C)cc1C
22) Cc1[nH]c2ccccc2c1C(=O)COC(=O)C(C)C
23) O=C(CN1CCCc2ccccc21)N/N=C/c1ccccc1
24) O=C(O)CCc1ccc(-c2ccccc2)n1-c1cccc(O)c1
25) Cn1c(=O)c(=O)n(C)c2cc(S(=O)(=O)N3CC(=O)N(CCc4ccccc4)C(=O)C3)ccc21
26) COc1cc(/C=N/NC(=O)CCN2CCN(Cc3ccccc3)CC2)cc(OC)c1OC
27) CCN1c2cccc3cccc(c23)S1(=O)=O
28) COc1ccc(NC(=O)Cn2nc(C(F)(F)F)c3c2CCCC3)cc1OC
29) CC(C)CC(=O)NS(=O)(=O)c1ccc(N)cc1
30) O=C(NCCc1ccccc1)C1CCN(C(=O)NCc2ccccc2)CC1

assay / compound,21,22,23,24,25,26,27,28,29,30
Wee1 degr inh,1,1,-2,3,0,-1,-2,-1,0,-2
14-3-3 Bad PPI,9,-1,-7,6,2,2,13[fluorescence artefact?],1,-10[fluorescence artefact?],-2[fluorescence artefact?]
FXIIa inh 1536,-2,5,5,13,7,22,-9,28,8,13
thrombin 1536,-9,2,3,6,-3,-2,-9,0,1,-1
Runt-CBFb FRET,-2,-1,0,6,-1,-2,1,-5,-1,-1
Runt-SMMHC FRET,71,3,-2,4,-8,6,-4,-1,1,2
hK5 inh,-6,-6,-4,-15,1,-16,-21,-4,-13,-15
Hck-Nef inh,0,4,0,0,4,2,2,6,9,7
FXIa inh 1536,-5,-2,9,5,1,18,-8,18,5,7

31) Cc1ccc2nsnc2c1NC(=O)c1ccc([N+](=O)[O-])cc1
32) COC(=O)CNC(=O)C1CCN(C(=O)OCc2ccccc2)CC1
33) CC(=O)Cc1nsc(NC(=O)c2cc(-c3ccccc3Cl)oc2C)n1
34) Cc1ccc(C(=O)Nc2cccc(-c3nc4ncccc4o3)c2)cc1
35) CCCCOC(=O)NC(NCC(O)c1ccccc1)(C(F)(F)F)C(F)(F)F (centres undefined)
36) CC1CCCN(Cc2c(O)ccc3c(=O)c(-c4nc5ccccc5s4)c(N)oc23)C1 (centres undefined)
37) c1ccc(-c2cnnc(N3CCOCC3)n2)cc1
38) CCOC(=O)C1CCN(C(=S)Nc2ccc(C)cc2)CC1
39) c1ccc(CC2CCCNC2)cc1 (centres undefined)
40) Cc1cc(NC(=O)CSc2nc3ccccc3s2)no1

assay / compound,31,32,33,34,35,36,37,38,39,40
Wee1 degr inh,-1,0,1,2,-2,-1,-2,2,0,0
14-3-3 Bad PPI,-3,14,10,2,0,7,9,-12,-1,-12
FXIIa inh 1536,·,9,-2,10,-9,10,25,10,4,17
thrombin 1536,-3,-14,2,4,-10,0,2,4,4,5
Runt-CBFb FRET,-3,-1,2,4,2,-4,-2,2,1,1
Runt-SMMHC FRET,2,-1,-4,1,2,-4,0,-2,-1,-3
hK5 inh,2,-12,13,6,-21,-3,-6,-5,4,-5
Hck-Nef inh,-32,0,9,16,-21,-1,0,-24,14,-1
FXIa inh 1536,0,-4,-7,4,-6,4,-1,-1,-7,6

41) CC(=O)NNC(=O)CCn1nnc(-c2ccc(Cl)cc2)n1
42) CCc1c(C)sc(NC(=O)c2cc(-c3ccc(O)cc3)on2)c1C#N
43) Cc1ccc(C(=O)N2CCN(c3ncnc4c(-c5ccccc5)nsc34)CC2)cc1
44) Cc1cc(NC(=O)CSc2nnc(-c3ccc4c(c3)OCCO4)o2)no1
45) COCCCNC(=O)CC1C(=O)N(Cc2ccccc2)C(C)c2nc3ccccc3n21 (centres undefined)
46) O=C(COc1ccc([N+](=O)[O-])cc1)NCc1ccncc1
47) Cc1cc2c(cc1C)NC1=C(N2)OC(c2cccc(O)c2)C1=O (centres undefined)
48) COc1ccc(CC(=O)O/N=C(\N)Cc2cccc3ccccc23)cc1
49) COCCCNc1nc2c(c(=O)[nH]c(=O)n2C)n1CC(O)COc1ccccc1 (centres undefined)

assay / compound,41,42,43,44,45,46,47,48,49
Wee1 degr inh,-3,7,0,0,6,-2,-1,4,0
14-3-3 Bad PPI,-8,10[fluorescence artefact?],7,13[fluorescence artefact?],-15,11,2,-14,-3
FXIIa inh 1536,11,6,18,14,11,10,-2,7,8
thrombin 1536,-12,-9,-3,2,-8,0,-5,-3,-6
Runt-CBFb FRET,-2,2,0,0,0,2,2,-3,6
Runt-SMMHC FRET,2,0,-3,4,-2,-4,4,0,-3
hK5 inh,5,-17,8,-24,2,-1,2,-25,-11
Hck-Nef inh,26,1,17,-20,24,1,1,2,1
FXIa inh 1536,-1,-1,7,2,-1,-3,-10,5,-1
